# High-throughput results (PubChem)
# M1 ag parental: nonselective activator or artifact in parental CHO-K1 cells; Fluo-8 calcium fluorescence; scaled to maximal ATP response, vehicle zero; activation, % at 3 µM; actives 0.48% (n = 360,000); AID 602248; in the data active = activation above about 15%;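 also: untransfected CHO-K1 host cells lacking M1 receptor as counterscreen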
# V1R ag counter: activates human V1a receptor in oxytocin agonist counter-screen. P37288. CHO-V1R cells, Fluo-8 calcium fluorescence, agonist mode; 0% DMSO, 100% 3 nM vasopressin. activation, % at 3 µM. actives 0.25% (n = 320,000);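 active = activation above the mean activation of all tested compounds plus 3 SD, per screening run, cut at about 20% in these data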;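 also: signal is peak over basal fluorescence ratio across a 100 second FLIPR read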
# Target sequence (P37288 whole entry, looked up): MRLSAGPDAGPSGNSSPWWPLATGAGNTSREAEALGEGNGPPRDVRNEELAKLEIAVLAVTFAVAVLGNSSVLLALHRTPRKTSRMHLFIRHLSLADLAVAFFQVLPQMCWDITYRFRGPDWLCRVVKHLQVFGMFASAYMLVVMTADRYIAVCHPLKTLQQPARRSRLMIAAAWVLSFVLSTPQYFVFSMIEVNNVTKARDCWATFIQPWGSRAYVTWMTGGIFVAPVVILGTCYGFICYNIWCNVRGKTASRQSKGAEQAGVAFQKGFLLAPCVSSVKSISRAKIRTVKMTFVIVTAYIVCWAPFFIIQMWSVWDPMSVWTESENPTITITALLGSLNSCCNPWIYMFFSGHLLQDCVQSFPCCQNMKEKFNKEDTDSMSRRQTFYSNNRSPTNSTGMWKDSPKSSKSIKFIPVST
# OXTR ag: activates the human oxytocin receptor; P30559; CHO-OTR cells, Fluo-8 calcium fluorescence; normalized: DMSO 0%, oxytocin 100%; activation, % at 3 µM; actives 0.32% (n = 320,000);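 active = activation above the mean of all tested compounds plus 3 SD, cutoff set per screening run, cut at about 20% in these data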;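 also: peak over basal fluorescence ratio from a 100 s FLIPR kinetic read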
# CHO-K1 Ca antag: M1 antagonist counterscreen hit in parental CHO-K1 cells; inhibition, % at 3 µM; actives 0.6% (n = 360,000); AID 602250; ATP-induced calcium, Fluo-8 fluorescence;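 active = inhibition above a per-plate cutoff, the plate's mean sample inhibition plus 3 SD, cut at about 24% in these data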;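 also: 0% = DMSO plus EC80 ATP and 100% = DMSO alone without ATP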
# TAAR1 antag: antagonists of human TAAR1 | Q96RJ0 | CHO RD-HGA16 TAAR1, Fluo-8 calcium fluorescence, antagonist | inhibition, % at 3 µM | actives 1.5% (n = 360,000) | AID 624466;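 active = inhibition above a per-plate cutoff, the mean inhibition of test compounds on that plate plus 3 SD, cut at about 49% in these data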;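 also: 0% = DMSO plus EC80 beta-PEA response and 100% = DMSO alone without agonist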
#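 Test system: RD-HGA16 CHO cells with stable hTAAR1 and Gα16 / Probe or stimulus: EC80 β-phenethylamine stimulus / Times: seeding 17-24 h prior, 75-min 37 °C, 30-min RT dye loading / Detection: Fluo-8 calcium-sensitive fluorescence / Read-out basis: % inhibition scaled between DMSO and EC80 PEA controls / Repeats: singlicate, one well per test compound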
# CHO parental Ca: signal in parental CHO cells, OX1R antagonist counter-screen. actives 0.63% (n = 330,000). inhibition, % at 5.6 µM. parental CHO-K1, ATP-induced calcium, Fluo-8 fluorescence;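 active = inhibition above that plate's mean sample inhibition plus 3 SD, cut at about 26% in these data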;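 also: 0% = ATP-challenged DMSO wells and 100% = DMSO wells without ATP; some compounds past the cut are filed as inactive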
#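 Test system: parental CHO cells; detection: calcium-sensitive Fluo-8 fluorescence; evaluation: percent inhibition of calcium signal; also added: ATP as calcium-mobilizing challenge; repeats: one well per compound; control set: ATP-challenged DMSO wells low, unchallenged DMSO wells high; compound: single nominal dose of 5.6 µM per compound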
# OXTR potentiate: potentiates the human oxytocin receptor response. P30559. CHO-OTR cells, Fluo-8 calcium fluorescence, potentiator mode; 0% = oxytocin EC15, 100% = EC100. activation, % at 3 µM. actives 0.061% (n = 320,000);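 active = activation above that plate's cutoff, the mean activation of tested compounds plus 3 SD, cut at about 6.6% in these data, passing the limit was not always enough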;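 also: 100% uses oxytocin at 75 nM as the full agonist control; some results filed as inactive read as strong as hits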
#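 Dosing: Single dose, 3.0 µM nominal final compound concentration | Material: Human OTR in CHO cells | Technique: Kinetic Fluo-8 calcium fluorescence | Benchmarks: EC15 oxytocin alone as 0%, 75 nM oxytocin as 100% | Probe or stimulus: Oxytocin at about EC15, sub-maximal agonist stimulus | Incubation: Compound 6 min at room temperature before oxytocin, 100 s read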
# GPR7 antagonist: blocks human GPR7 receptor signaling | P48145 | actives 1.1% (n = 290,000) | inhibition, % at 4.4 µM | GPR7-expressing cells, fluorescence antagonist assay; in the data active = inhibition above about 16%, passing the limit was not always enough;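 also: cells stimulated with the agonist NPW; 0% = agonist with vehicle and 100% = vehicle without agonist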
# Target sequence (P48145 whole entry, looked up): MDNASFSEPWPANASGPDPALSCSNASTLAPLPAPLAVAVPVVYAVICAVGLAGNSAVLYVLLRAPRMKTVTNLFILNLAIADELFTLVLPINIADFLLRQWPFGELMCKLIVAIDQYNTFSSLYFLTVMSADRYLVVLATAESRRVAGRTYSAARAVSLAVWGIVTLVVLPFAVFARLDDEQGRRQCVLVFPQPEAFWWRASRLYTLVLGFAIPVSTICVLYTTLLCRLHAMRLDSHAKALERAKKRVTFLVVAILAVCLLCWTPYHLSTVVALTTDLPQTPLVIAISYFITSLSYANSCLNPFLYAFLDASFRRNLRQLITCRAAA
# M1 PAM parental: counter-screen for M1 PAMs: effect in parental CHO-K1 cells. activation, % at 3 µM. actives 0.02% (n = 360,000). ATP EC20, Fluo-8 calcium fluorescence; 0% at ATP EC20, 100% at ATP max. AID 602247;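 active = activation above the run cutoff, the mean activation of all test compounds plus 3 SD, cut at about 40% in these data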;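 also: peak over basal fluorescence ratio in a 140 s read after ATP addition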
# Starred values were filed as active, the others as inactive; . = no result given; & = joins results of further samples.
# Preview:
SMILES,M1 ag parental,V1R ag counter,OXTR ag,CHO-K1 Ca antag,TAAR1 antag,CHO parental Ca,OXTR potentiate,GPR7 antagonist,M1 PAM parental
O=C(Nc1nccs1)C12CC3CC(C1)CC(C(=O)Nc1nccs1)(C3)C2,3.1,1.8,0.2,-11,6,-24,-6,-4,12
O=S(=O)(c1ccc(F)cc1)N1CC=C(c2ccccc2)CC1,0.6,-1.5,-2.3,-4,-4,-16,-9,3,13
O=C(O)c1ccc(C(=O)Nc2cccc(NC(=O)C3CCCO3)c2)cc1 (stereo not drawn),0.9,0.5,1.3,-10,.,2,-2,-3,-3
O=C(COC(=O)c1cccc(S(=O)(=O)N2CCc3ccccc32)c1)Nc1ncc(Cl)cc1Cl,2.8,1.4,-0.9,-8,20,-3,-2,-1,25
N#Cc1ccccc1Sc1ccccc1C(=O)OCC(=O)N1CCN(C(=O)c2ccco2)CC1,0.0,-0.4,-0.7,1,-2,-19,0,-6,11
COc1cccc(/C=C/C(=O)OCC(=O)c2ccc3c(c2)NC(=O)CO3)c1,0.8,2.5,1.6,-9,7,-15,-5,.,-11
Cc1cc(N2CCCC(C(=O)Nc3cccc4ccccc34)C2)n2ncnc2n1 (stereo not drawn),0.0,0.8,-0.2,15,-32,-21,2,-9,-22
CSc1nsc(SCC(=O)Nc2cccc(NC(C)=O)c2)n1,1.3,4.0,4.0,4,-8,-23,-10,-4,0
CC(C)CN1CCN(CCCc2ccccc2)C(CCO)C1 (stereo not drawn),0.1,-0.4,-0.6,-11,-12,-14,-9,-16,5
O=C(Nc1ccccc1)Nc1ccc(Cl)c(S(=O)(=O)N2CCOCC2)c1,18*,14,17,10,16,8,-13,18*,-7
COC(=O)c1ccc(Cn2c(C)cc(C)[n+]2C)o1,0.3,0.5,0.3,-10,1,-4,-16,-3,15

# All compounds of this part, previewed entries included:
SMILES,M1 ag parental,V1R ag counter,OXTR ag,CHO-K1 Ca antag,TAAR1 antag,CHO parental Ca,OXTR potentiate,GPR7 antagonist,M1 PAM parental
O=C(Nc1nccs1)C12CC3CC(C1)CC(C(=O)Nc1nccs1)(C3)C2,3.1,1.8,0.2,-11,6,-24,-6,-4,12
O=S(=O)(c1ccc(F)cc1)N1CC=C(c2ccccc2)CC1,0.6,-1.5,-2.3,-4,-4,-16,-9,3,13
O=C(O)c1ccc(C(=O)Nc2cccc(NC(=O)C3CCCO3)c2)cc1 (stereo not drawn),0.9,0.5,1.3,-10,.,2,-2,-3,-3
O=C(COC(=O)c1cccc(S(=O)(=O)N2CCc3ccccc32)c1)Nc1ncc(Cl)cc1Cl,2.8,1.4,-0.9,-8,20,-3,-2,-1,25
N#Cc1ccccc1Sc1ccccc1C(=O)OCC(=O)N1CCN(C(=O)c2ccco2)CC1,0.0,-0.4,-0.7,1,-2,-19,0,-6,11
COc1cccc(/C=C/C(=O)OCC(=O)c2ccc3c(c2)NC(=O)CO3)c1,0.8,2.5,1.6,-9,7,-15,-5,.,-11
Cc1cc(N2CCCC(C(=O)Nc3cccc4ccccc34)C2)n2ncnc2n1 (stereo not drawn),0.0,0.8,-0.2,15,-32,-21,2,-9,-22
CSc1nsc(SCC(=O)Nc2cccc(NC(C)=O)c2)n1,1.3,4.0,4.0,4,-8,-23,-10,-4,0
CC(C)CN1CCN(CCCc2ccccc2)C(CCO)C1 (stereo not drawn),0.1,-0.4,-0.6,-11,-12,-14,-9,-16,5
O=C(Nc1ccccc1)Nc1ccc(Cl)c(S(=O)(=O)N2CCOCC2)c1,18*,14,17,10,16,8,-13,18*,-7
COC(=O)c1ccc(Cn2c(C)cc(C)[n+]2C)o1,0.3,0.5,0.3,-10,1,-4,-16,-3,15
COc1ccc(NS(=O)(=O)c2ccc(O)c(C(=O)OCC(=O)NC(C)C3CC4CCC3C4)c2)cc1 (stereo not drawn),0.6,1.3,0.5,-25,0,-38,-7,-3,21
CCOC(=O)CNc1nc2ccccc2n2c(C)nnc12,4.5,1.3,0.3,-4,21,-4,-2,-7,22
COc1ccccc1C1CCN(C(=O)c2cnn(-c3ccccc3)c2C)CC1,5.8,1.4,-2.2,-2,41,-22,-13,-8,3
Cc1ccc(C)c(SCC(=O)Nc2cc(S(=O)(=O)N3CCOCC3)ccc2C)c1,0.8,.,.,-10,-28,.,.,.,19
CCOC(=O)C1=C(CSc2nc(-c3ccccc3)ccc2C#N)OC(N)=C(C#N)C1c1ccccc1 (stereo not drawn),1.4,4.9,1.6,-5,2,-1,-14,-4,0
COC(=O)c1ccc(C(=O)Nc2cc(Cl)ccc2Cl)cc1NC(=O)c1ccccc1C,0.7,0.9,0.9,-28,6,-7,-7,-10,32
O=C(CSc1ncnc2scc(-c3ccc(Cl)cc3)c12)NCc1ccc2c(c1)OCO2,-0.4,.,.,-3,40,.,.,-14,18
Cc1ccc([C@@H]2[C@@H]3C(=O)N(C)C(=O)[C@@H]3[C@]3(C)C(=O)N(CCO)CC(=O)N23)o1,0.0,0.0,1.1,6,-9,-8,-4,-10,2
Cc1ccc(C)c(S(=O)(=O)N2CCN(C(=O)c3ccccn3)CC2)c1,1.1,0.9,0.6,4,3,-16,2,.,12
CN(C)/C=C/C(=O)/C=C/c1cn(-c2ncc(C(F)(F)F)cc2Cl)c2ccccc12,-0.1,0.3,-1.2,3,-9,13,8,-6,1
COc1ccc(CC2SC(N)=NC2=O)cc1 (stereo not drawn),1.4,-0.3,-0.1,-6,-4,-6,-6,-8,17
O=C(COC(=O)c1c(Cl)cccc1Cl)NC1CCCCCCC1,0.6,-0.8,-2.5,-18,14,-23,-10,.,12
CCOc1ccc(N=C(/C(C(=O)C(=O)N2CCOCC2)=C(\O)c2ccccc2)c2ccccc2)cc1,0.4,-0.8,-1.6,-8,-6,-5,0,-7,27
Cc1cccn2c(=O)c3cc(C(=O)N4CCCC(C)C4)sc3nc12 (stereo not drawn),0.6,2.0,-0.1,-2,-22,-17,-3,-15,-17
N#CC1(Nc2ccc(-c3ccc(Cl)cc3)cc2)CCCC1,0.4,.,.,-9,-13,.,.,.,9
Cc1ccc(C(=O)N2CCN(C(=O)c3ccco3)CC2)cc1NC(=O)c1ccco1,1.1,-0.4,-0.1,-7,12,-12,-12,-3,16
Cc1ccc(-n2nc3c(=O)n(CCCC(=O)NCc4ccccc4F)nc(C)c3c2C)cc1,-1.2,0.4,-2.2,-7,-15,-16,1,-7,-13
CC(=O)Nc1cccc(NC(=O)C2CCN(C(=O)c3ccco3)CC2)c1,0.2,1.3,0.6,3,-33,8,8,-6,7
COc1cc(NC(=O)CS(=O)(=O)c2ccc(C)cc2)cc(OC)c1OC,0.9,-0.6,-0.3,-2,4,-31,-4,7,9
CCc1ccc(-c2cc(C(F)(F)F)n3nc(C(=O)Nc4c(C)nn(Cc5ccccc5C)c4C)cc3n2)s1,-0.1,0.4,0.3,-15,.,5,-2,-2,8
Cc1cc(C)n(C(=O)CSc2nnc(SCC(=O)n3nc(C)cc3C)s2)n1,0.1,0.4,2.7,-9,5,-12,-12,-3,17
O=C(Cn1c(-c2ccccc2)noc1=O)NCc1ccccc1,0.8,-1.3,0.5,-4,-8,-4,6,-1,17
O=C(COc1ccc2cc(Br)ccc2c1Br)N1CCOCC1,2.5,.,.,2,6,.,.,-7,2
CCOc1ccc(NC(=O)CSCc2cnn(-c3ccccc3)c2-n2cccc2)cc1,2.0,-0.8,-2.2,-4,8,-12,-3,1,15
Cc1nnc(SCC(=O)Nc2ccccc2NC(=O)CSc2nnc(C)s2)s1,0.5,1.3,0.7,-5,0,-10,-6,11,16
O=C(C[C@H]1C[C@H](C(=O)N2CCCCC2)[C@@]2(CCc3ccccc3)c3[nH]c4cc(-c5ccco5)ccc4c3CCN2C1=O)NCc1ccco1,0.6,.,.,-17,-10,-23,.,.,13
CCCc1nn(C)c(C(=O)Nc2cccc(CC)c2)c1Cl,-0.2,0.5,-2.6,6,19,-23,-4,-8,-3
Cc1cc(NC(=O)Nc2cccc3ccccc23)no1,-0.1,2.2,3.8,17,17,-1,-2,-8&-7,-5
CC(=O)Nc1ccccc1OCc1nnc(-c2cccs2)o1,0.0,2.2,1.4,12,13,-11,0,-3,-6
O=C(O)CCc1ccc(-c2cccs2)n1NC(=O)c1ccc(O)cc1,-0.5,0.1,0.7,-6,-18,-5,1,-7,-3
CN1C(=O)C2(NC(=O)c3ccccc3N2C)c2ccccc21 (stereo not drawn),0.1,-0.2,0.8,-8,0,-2,4,-2,-9
COc1ccc(Cc2nnc(SCC(=O)Nc3ccccc3C)n(N)c2=O)cc1,0.7,-0.4,-1.0,-21,6,-12,-13,.,11
O=c1c2cc(NC(=S)NCc3cccnc3)ccc2nc2n1CCCCC2,5.7,0.4,0.2,-5,-21,-2,-7,0,3
C/C(CC(=O)NCc1ccc(Cl)cc1)=N\NC(=O)c1ccccc1F,1.4,-0.8,-1.5,-7,5,-30,-8,9,25
O=C1NC(c2ccc(Br)cc2)Nc2ccccc21 (stereo not drawn),0.5,0.1,-1.2,-1,2,1,-4,-3,0
Cc1ccc(C(=O)NC(=S)NCc2ccco2)cc1,0.2,-0.8,-2.2,0,-1,-11,-5,5,16
CC(C)[C@@H]1CC[C@@H](C)C[C@H]1OC(=O)C[n+]1cc(-c2ccc(Cl)cc2)n2c1CCCCC2,3.3,0.6,-0.5,9,-24,10,0,58*,13
OC1(c2ccccc2F)CCN(Cc2nnc(-c3ccccc3)o2)CC1,0.4,0.4,1.0,0,0,-10,1,1,-3
CC(=O)N1CCN(CCS(=O)(=O)c2ccc(Br)cc2)CC1,0.0,-0.1,1.1,-13,-10,-16,0,.,10
